OXTR agonist – human OXTR agonism; P30559; CHO-OTR cells, Fluo-8 calcium fluorescence; normalized: DMSO 0%, oxytocin 100%; activation, % at 3 µM; 320,000 tested, 0.32% active;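 active means activation above the mean of all tested compounds plus 3 SD, cutoff set per screening run, cut at about 20% in these data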;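 further: peak over basal fluorescence ratio from a 100 s FLIPR kinetic read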
Target sequence (P30559 whole entry, looked up): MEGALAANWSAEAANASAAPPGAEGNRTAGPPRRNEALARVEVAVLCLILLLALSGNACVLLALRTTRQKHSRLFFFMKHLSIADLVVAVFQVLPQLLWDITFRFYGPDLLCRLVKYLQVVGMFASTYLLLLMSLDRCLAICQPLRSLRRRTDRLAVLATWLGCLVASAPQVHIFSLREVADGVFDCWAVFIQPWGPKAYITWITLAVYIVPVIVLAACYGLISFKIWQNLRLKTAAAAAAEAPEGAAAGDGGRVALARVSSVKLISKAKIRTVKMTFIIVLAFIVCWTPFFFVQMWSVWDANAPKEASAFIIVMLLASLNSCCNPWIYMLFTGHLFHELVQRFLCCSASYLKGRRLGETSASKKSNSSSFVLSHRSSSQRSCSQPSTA
PHOSPHO1 inh – blocks human PHOSPHO1 phosphatase activity | Q8TCT1 | recombinant PHOSPHO1, absorbance phosphatase assay | inhibition, % at 13.3 µM | 290,000 tested, 1.1% active | AID 1565; in the data active means inhibition above about 60%
FID counter – displaces DNA intercalator in HCV helicase counter-screen. AID 1845. DNA fluorescent intercalator displacement, fluorescence. inhibition, % at 7.9 µM. 290,000 tested, 0.17% active; in the data active means inhibition above about 37%;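 further: 0% = vehicle and 100% = reference compound; higher means more ethidium bromide displaced from hairpin DNA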
NALP1 inh – blocks the NALP1 inflammasome reconstituted in yeast; S. cerevisiae NALP1/ASC/caspase-1 growth, X-gal OD620, 72 h; inhibition, % at 10 µM; 280,000 tested, 0.61% active; AID 2071; in the data active means inhibition mostly above about 24%, no sharp cut-off; inactive means mostly below about 32%; further: some compounds called inactive have numbers as strong as hits
MEKK3 PB1 HTS – raises or lowers MEK5 binding to the human MEKK3 PB1 domain. bead-based flow cytometry, Alexa488-MEK5 binding to MEKK3; actives lie on both sides; 0 = blocked by unlabeled MEK5, 100 = vehicle. binding response (% of control), % at 10 µM. Q99759. 290,000 tested, 1.4% active. AID 1529;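 active means binding response more than 3 SD above or below the average of its plate-row segment, actives on both sides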;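 further: Alexa488 bead fluorescence after subtracting the streptavidin-only scavenger bead signal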
Target sequence (Q99759 whole entry, looked up, the tested form may be a part): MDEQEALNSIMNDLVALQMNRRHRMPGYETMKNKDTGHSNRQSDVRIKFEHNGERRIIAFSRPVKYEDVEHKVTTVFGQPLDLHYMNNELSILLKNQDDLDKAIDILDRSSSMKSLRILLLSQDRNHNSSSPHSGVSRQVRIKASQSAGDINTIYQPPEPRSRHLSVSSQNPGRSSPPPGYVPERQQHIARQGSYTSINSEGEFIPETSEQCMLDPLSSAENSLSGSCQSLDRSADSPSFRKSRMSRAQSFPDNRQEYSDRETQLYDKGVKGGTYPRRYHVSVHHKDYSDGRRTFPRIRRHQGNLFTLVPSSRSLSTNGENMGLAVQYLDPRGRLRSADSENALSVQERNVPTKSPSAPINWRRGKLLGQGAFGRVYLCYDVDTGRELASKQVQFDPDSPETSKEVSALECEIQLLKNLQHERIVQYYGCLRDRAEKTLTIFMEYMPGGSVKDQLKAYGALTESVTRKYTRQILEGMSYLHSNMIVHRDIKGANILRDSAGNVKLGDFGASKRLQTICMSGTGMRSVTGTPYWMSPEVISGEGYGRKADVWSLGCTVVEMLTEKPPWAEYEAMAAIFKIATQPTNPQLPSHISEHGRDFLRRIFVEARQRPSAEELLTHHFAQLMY
GPR7 antag – human neuropeptides B/W receptor 1 antagonism; GPR7-expressing cells, fluorescence antagonist assay; P48145; 290,000 tested, 1.1% active; inhibition, % at 4.4 µM; in the data active means inhibition above about 16%, passing the limit was not always enough;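 further: cells stimulated with the agonist NPW; 0% = agonist with vehicle and 100% = vehicle without agonist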
MEKK2 mut-MEK5 – signal of MEK5 binding to mutant human MEKK2 PB1 domain; 290,000 tested, 0.35% active; percent response, % at 10 µM; bead flow cytometry, Alexa488-MEK5 binding to MEKK2 mutant; in the data active means percent response above about 24%, passing the limit was not always enough; further: inactives centre near 1; some results filed as inactive read as strong as hits; reference of the scale not given here
MEKK2wt PB1 HTS – raises or lowers MEK5 binding to wildtype human MEKK2 PB1 domain; Q9Y2U5; bead flow cytometry, Alexa488-MEK5 binding to MEKK2 WT; actives lie on both sides; binding response (% of control), % at 10 µM; 290,000 tested, 1.1% active; in the data active means binding response below about 67% or above about 130%
PfM18AAP inh – blocks P. falciparum M18 aspartyl aminopeptidase. recombinant PfM18AAP, H-Glu-NHMec fluorogenic cleavage. inhibition, % at 7.35 µM. 290,000 tested, 1.2% active. AID 1822;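 active means inhibition above the campaign mean inhibition over all tested compounds plus 3 SD, cut at about 28% in these data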;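 further: 0% = plate median of test compound wells and 100% = 2 mM ZnCl2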
The depositor's hits bear a star; nt = not tested or not shown; & = joins results of further samples; [ ] = another dose, or the depositor's remark.

compound	OXTR agonist	PHOSPHO1 inh	FID counter	NALP1 inh	MEKK3 PB1 HTS	GPR7 antag	MEKK2 mut-MEK5	MEKK2wt PB1 HTS	PfM18AAP inh
c1ccc(CCNc2ncnc3c2nnn3Cc2ccccc2)cc1	-1.4	7	-8	33	98	-2	2	102	5
O=C(Nc1ccc(NC(=O)C2CCCCC2)nc1)c1cccs1	1.1	23	-4	-1	98	-3	0	99	8
Cc1nc2ccccc2n1S(=O)(=O)N(C)C	-0.6	27	3	0	141*	-13	10	125	-4
Cc1onc(-c2ccccc2)c1C(=O)NCc1cccc(Cl)c1	-1.8	-7	-18	-9	104	-12	2	99	2
CCOC(=O)n1ccc(C(=O)Nc2ccccc2F)n1	0.4	7	-3	6	92	-9	-6	92	1
CCn1c(C(=O)N2CCC(C(=O)N3CCN(c4ccccn4)CC3)CC2)cc2sccc21	1.6	14	-38	38	106	-4	8	107	5
O=C(CN(C(=O)c1csnn1)c1cccc(C(F)(F)F)c1)NC1CCCC1	0.1	55	-12	20	97	25	-5	99	4
CCOC(=O)Cc1csc(N/N=C\c2ccc(N(C)C)cc2)n1	-2.4	5	-20	15	99	1	8	96	38*
CCOC(=O)C1=C(CCc2ccccc2)NC(=O)NC1c1ccc(C#N)cc1 (stereo unspecified)	-1.0	nt	nt	nt	105	nt	4	102	nt
CCN(CC)CCOC(=O)c1ccc(N/C=C(/C#N)c2nc(-c3ccc(OC)c(OC)c3)cs2)cc1	0.2	51	8	nt	29*[inhibitor]	-17	-1	94	4
O=C1OCCC1Sc1nnc(-c2ccc3c(c2)OCO3)n1-c1ccccc1 (stereo unspecified)	-0.5	57	-13	17	108	-12	2	107	-1
N=C1/C(=C/c2ccco2)C(=O)N=C2SC(CC(=O)N3CCCC3)=NN12	0.3	16	-33	-16	100	-4	-6	98	8
Cc1ccc(O)c(N=Cc2ccc(C)s2)c1	0.5	-11	4	8	101	-5	-1	105	3
COc1ccc(OC)c(/C(O)=C/C(=O)C(=O)Nc2cc(C)ccc2OC)c1	-1.7	13	-32	-13	92	6	-1	93	4
CNC(=S)NNC(=O)c1sc(-c2cc(C)on2)nc1C	-1.5	58	-2	13	99	-3	-6	105	22
Cc1cccc(N2CCN(S(=O)(=O)c3ccc(-c4coc(C)n4)cc3)CC2C)c1 (stereo unspecified)	-2.2	8	-35	8	100	6	1	96	-3
CC(C)c1ccc(NC(=S)Nc2ccc3cn[nH]c3c2)cc1	-0.4	-16	3	-3	106	-1	-3	98	4
CCc1cccc(C)c1NC(=S)N(CCCN1CCN(C)CC1)Cc1cccs1	0.5	-3	10	7	99	-17	-3	100	-2
Cc1ccccc1NCC(=O)N/N=C/c1ccc([N+](=O)[O-])cc1	2.2	-1	11	8	93	2	-6	93	12
Cc1cc(NS(=O)(=O)c2ccc(NC(=O)COc3ccc(Cl)c(C)c3)cc2)no1	nt	14	-31	6	102	-13	5	101	1
CCc1ccc(CN2CCN(S(=O)(=O)Cc3ccccc3)CC2)cc1	0.8	8	-7	37	104	-3	0	101	5
CCOC(=O)CCN(Cc1cccs1)S(=O)(=O)c1ccc(F)cc1	-1.4	10	-18	20	105	14	5	112	3
Cc1scc(C(=O)N/N=C/c2ccc(Cl)s2)c1C	-0.6	11	-8	33	96	-4	-2	95	-1
O=C(COc1ccccc1)Nc1ccc(N2CCN(C(=O)c3cccs3)CC2)cc1	12	45	-32	2	96	7	-9	81	1
Cc1ccccc1N1CCN(Cc2c(C#N)c3ccccc3n2C)CC1	0.3	9	0	1	109	17	6	105	-8
O=C(c1ccccc1)N1CCCCC(Cl)C1=O (stereo unspecified)	0.1	48	1	-8	100	-6	-2	96	0
CN(C)CC/C=C1/c2ccccc2Sc2ccc(Cl)cc21	7.3&4.3	3	8	0	105	1	28	136	8
CC(C)NS(=O)(=O)c1ccc(OCC(=O)Nc2ccc3c(c2)OCO3)cc1	0.8	4	-19	-4	99	-2	-8	90	-3
O=C(NC(=S)Nc1cc(S(=O)(=O)N2CCOCC2)ccc1N1CCOCC1)c1ccco1	-0.6	17	-25	5	101	5	7	106	1
Cc1ccc(N=Cc2ccc[nH]2)c(O)c1	1.2	6	-3	-10	93	11	-6	88	11
O=C(NCC1CCCO1)c1cc2nc(-c3ccco3)cc(C(F)(F)Cl)n2n1 (stereo unspecified)	-1.5	34	-10	19	99	-11	2	100	-15
c1ccc(CSc2nnnn2-c2ccc3c(c2)OCCO3)nc1	3.3	19	-5	-9	86	0	-8	91	5
COCCNC(=O)COc1cccc2c1OC(C)(C)C2	-1.4	28	-13	1	105	-2	-2	102	0
COC(=O)c1ccc(OC(=O)CS(=O)c2ccccc2[N+](=O)[O-])cc1 (stereo unspecified)	0.2	20	7	14	102	-2	1	100	0
COc1ccc(C(=O)NC(Cn2ccnc2)C(C)(C)C)cc1OC1CCN(C(C)C)CC1 (stereo unspecified)	0.2	51	20	-1	99	-27	9	107	4
O=C(NC1CCCCC1)NC1CCN(S(=O)(=O)c2ccc3c(c2)OCCO3)CC1	0.3	6	-2	6	103	-3	2	100	-2
CC(C)c1ccccc1-n1c(-c2cccnc2)n[nH]c1=S	0.3	-43	-11	-29	94	-11	-5	96	22
CC(c1ccco1)N(C(=O)c1cccs1)c1ccccn1 (stereo unspecified)	0.5	10	-6	-5	72	-20	-19	82	0
O=C1CC(N(C(=O)c2ccco2)c2ccc(F)cc2)C(=O)N1c1ccc(F)cc1 (stereo unspecified)	-0.8	-9	-6	12	102	-6	2	100	-9
Cc1ccc(F)cc1NC(=O)CCC(=O)c1cccs1	0.3	9	-8	-2	104	-7	6	111	-15
CN1CCN(c2ccc(NC(=S)NC(=O)c3cccc4ccccc34)cc2)CC1	4.1	16	22	10	98	4	10	128	-7
CC(=O)c1cccc(NC(=O)c2csc3c2CCCCC3)c1	-2.5	-3	-26	8	100	-11	-2	97	2
C#CCN1c2ccccc2Sc2cccnc21	1.1	nt	5	22	102	-10	2	103	-1
N#Cc1ccccc1NC(=O)CSc1cn[nH]n1	0.6	24	-8	0	98	-4	2	93	17
COc1ccc(-c2cc3nc(C)c(CCC(=O)NCc4ccc(F)cc4)c(C)n3n2)c(OC)c1	-2.4	-26	1	-2	100	-15	-16	99	-6
Cc1ccc(C(=O)Nc2sc(C)c(C)c2C(=O)c2ccccc2)cc1	-1.3	-19	-2	17	94	-9	-2	93	-1
CCS(=O)(=O)Nc1ccc(C2=NN(C(=S)Nc3ccccc3)C(c3ccco3)C2)cc1 (stereo unspecified)	-0.9	-3	-12	-14	104	13	-1	95	14
O=C(NCC1CCCO1)c1ccc(OC2CCN(C(=O)C3CC3)CC2)cc1 (stereo unspecified)	1.0	-37	-9	-3	96	-8	4	105	3
COc1ccc(C(=O)N2CCN(CCc3ccccn3)CC2)cc1	0.7	34	-10	5	99	-10	7	98	-9
CC(C)(C)n1nnnc1C(c1cccnc1)N1CCN(C(=O)c2ccco2)CC1 (stereo unspecified)	-0.1	6	-5	9	107	-15	6	106	2

(continued)
compound	OXTR agonist	PHOSPHO1 inh	FID counter	NALP1 inh	MEKK3 PB1 HTS	GPR7 antag	MEKK2 mut-MEK5	MEKK2wt PB1 HTS	PfM18AAP inh
O=S(=O)(/C=C/c1ccccc1)N1CCN(c2ccc(F)cc2)CC1	-0.7	18	-19	17	74*[inhibitor]	7	-10	82	1
COC(=O)c1cccc(NC(=S)N2CCN(C)CC2)c1	0.5	14	-4	20	109	-6	11	112	3
CCCOc1cccc(C(=O)N/N=C/c2ccoc2)c1	-0.5	-1	-14	13	108	5	4	106	3
Cc1ccc(NC(=S)N2CCN(C)CC2)c(C)c1	-0.7	0	-1	28	115	-3	0	107	-8
COc1ccc(-c2cc(=O)oc3cc(OCC(=O)N4C[C@H]5C[C@@H](C4)c4cccc(=O)n4C5)ccc23)cc1	0.4	18	-40	10	100	0	1	104	-1
Cc1cc(C)cc(-n2cnc3cc(C(=O)O)ccc32)c1	0.2	0	-13	6	104	-5	2	103	-18
Cc1oc2cc3oc(=O)c(CCC(=O)NCCC(=O)O)c(C)c3cc2c1C	-1.0	33	-30	-14	105	0	0	105	5
Nc1nc(SCc2ccccc2)n[nH]1	-1.1	36	-1	15	76	-1	-19	79	-1
CCCCOC(=O)c1ccc(NC(=O)c2cc(Cl)c(Cl)cc2C(=O)O)cc1	-2.6	51	6	6	102	-10	-1	96	-2
Cn1c(NCc2ccco2)nc2c1c(=O)n(Cc1ccc(Br)cc1)c(=O)n2C	0.8	2	-8	11	98	-17	-1	94	10
CCN(CC)C(=O)Oc1ccc2oc(=O)cc(-c3cc4cccc(OC)c4o3)c2c1	-2.0	28	-40	6	99	-6	-2	100	2
O=C(N/N=C/c1cccc(O)c1)c1cc2c(ccc3ccccc32)o1	nt	26	-29	-1	105	-14	0	97	1
O=[N+]([O-])c1cccc(CN2CCC(Cc3ccccc3)CC2)c1	-2.8	19	11	17	108	-12	9	113	1
CCn1c(N2CCN(CC(=O)c3c[nH]c4ccccc34)CC2)nc2c1c(=O)[nH]c(=O)n2C	-1.2	74*	-12	21	nt	-8	nt	nt	3
CC(NC(=O)c1cccc(OC2CCN(C(=O)C3CC3)CC2)c1)c1ccc(F)cc1 (stereo unspecified)	-1.1	26	-51	15	97	-5	-4	90	-11
Cc1ccc(C)n1N1C(=O)/C(=C\c2ccc(Cl)cc2)SC1=S	-1.0	25	-8	3	107	-1	8	102	18
Cc1ccc2c(c1)SC1=NC(c3ccccc3)(C(F)(F)F)NC(=O)N12 (stereo unspecified)	0.1	5	-1	-4	nt	1	nt	nt	-6
COc1cccc(C2N(c3cccc(Cl)c3)C(=O)C3CCCN32)c1 (stereo unspecified)	-0.7	-11	-2	16	99	-5	0	97	-10
CC(=O)c1cccc(NC(=O)CCNS(=O)(=O)c2cccc3nsnc23)c1	0.4	-2	2	nt	102	8	-1	98	-3
CCOC(=O)C1(CCCc2ccccc2)CCN(C(=O)C2=C(C)OCCO2)CC1	nt	32	-38	-1	102	-19	2	104	-3
O=C(NCCc1ccccc1)C1CCN(S(=O)(=O)N2CCCCCC2)CC1	0.6	34	-31	11	93	3	-7	98	-6
Cc1cc(NC(=O)CSc2nc3ccccc3n2CC(=O)N2CC(C)CC(C)C2)no1 (stereo unspecified)	0.2	-25	-4	6	99	-5	-2	97	0
COCCN1CCN(C(=O)c2cc(COc3ccc(F)cc3Cl)on2)CC1	0.0	18	-13	12	103	-9	7	110	-15
COC(=O)c1ccc(OCC(=O)Nc2ccsc2C(=O)OC)cc1	-0.3	16	-2	2	98	-11	0	98	-4
CC(C)C[C@@H](NC(=O)[C@H]1CCCN1C(=O)Cc1ccccc1)C(N)=O	0.8	20	-4	12	102	-8	-3	106	-3
Brc1ccc(CSc2ncnc3nc[nH]c23)cc1	3.3	2	-2	22	116	-3	12	110	2

In another format: entries from further up
Every second line gives: OXTR agonist	PHOSPHO1 inh	FID counter	NALP1 inh	MEKK3 PB1 HTS	GPR7 antag	MEKK2 mut-MEK5	MEKK2wt PB1 HTS	PfM18AAP inh
COCCN1CCN(C(=O)c2cc(COc3ccc(F)cc3Cl)on2)CC1
    0.0	18	-13	12	103	-9	7	110	-15
COC(=O)c1ccc(OCC(=O)Nc2ccsc2C(=O)OC)cc1
    -0.3	16	-2	2	98	-11	0	98	-4
CC(C)C[C@@H](NC(=O)[C@H]1CCCN1C(=O)Cc1ccccc1)C(N)=O
    0.8	20	-4	12	102	-8	-3	106	-3

Screening results deposited in PubChem by several laboratories.

Rows are unselected; any-hit rate near 6.2%.
